AmpC det inh: Promiscuous and Specific Inhibitors of AmpC Beta-Lactamase (assay with detergent) | P00811 | purified AmpC, nitrocefin hydrolysis with detergent | Potency, µM (top dose mostly 28.7 µM), inactives show at the highest dose activity change, negative = inhibition | 71,000 compounds, 0.09% hits; active = well fitted curve in the direction sought with a large enough effect
Target sequence (P00811 whole entry, looked up): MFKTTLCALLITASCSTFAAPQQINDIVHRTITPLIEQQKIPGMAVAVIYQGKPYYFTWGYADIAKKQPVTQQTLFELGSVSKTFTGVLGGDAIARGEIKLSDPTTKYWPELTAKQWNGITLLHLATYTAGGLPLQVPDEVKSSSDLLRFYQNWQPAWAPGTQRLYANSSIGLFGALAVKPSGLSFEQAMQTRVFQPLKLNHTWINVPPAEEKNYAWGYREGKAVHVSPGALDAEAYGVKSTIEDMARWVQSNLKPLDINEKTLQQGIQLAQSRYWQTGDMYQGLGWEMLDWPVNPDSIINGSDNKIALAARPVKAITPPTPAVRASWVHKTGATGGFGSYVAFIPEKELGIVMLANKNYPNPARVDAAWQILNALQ
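E. coli AmpC (5.3 nM) in 20 mM phosphate pH 7.0 with 0.01% Triton X-100, preincubated 15 min RT with compound; nitrocefin (2 uL of 800 uM stock) hydrolysis followed by 480 nm absorbance every 20 s over 4 min.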
* hit, by the source's call; [ ] = dose if it differs, or a comment. % is scaled to controls: 0 for no effect and ±100 for the full control effect; potency is read from the fitted curve at half-maximal effect. Only part of the results is shown; rates above refer to the full screens.

SMILES	AmpC det inh
CN1CCN(C(c2cccnc2)c2ccc3cccnc3c2O)CC1 (stereo unspecified)	-1%
O=C(O)CCn1nnc(-c2cccs2)n1	12%
c1ccc(-c2cc(-c3nc(-c4ccccn4)no3)c3ccccc3n2)cc1	-2%
CCN(CC)c1ccc(NC(=O)c2cncc(Br)c2)cc1	-1%
O=C(O)c1cc(-c2ccc(Cl)cc2)n[nH]1	5%
CC(=O)NC(Cc1ccc(F)cc1)C(=O)NC1CCN(c2nnnn2-c2ccccc2)CC1 (stereo unspecified)	14%
COc1ccc(-n2nnnc2SCC(=O)c2ccc3c(c2)OCCO3)c(OC)c1	9%
CCOc1ccc(C2C(C(=O)O)c3ccccc3C(=O)N2CCN2CCOCC2)cc1 (stereo unspecified)	4%
Cn1c(=O)c2c(nc(CN3CCCCC3)n2CCc2ccccc2)n(C)c1=O	-1%
O=C(COc1ccc(Cl)cc1)N1CCN(Cc2ccccc2)CC1	9%
N#C/C(=C\Nc1ccc2c(c1)OCCO2)c1nc2ccccc2[nH]1	0%
COc1cccc(C2C(C(=O)OC(C)C)=C(C)Nc3ncnn32)c1 (stereo unspecified)	-4%
Nc1nc(NCCc2ccc(O)cc2)nc2nc(-c3ccco3)nn12	-5%
CCOC(=O)[C@H](CCc1ccccc1)N[C@@H](C)C(=O)N1[C@H](C(=O)O)C[C@H]2CCC[C@@H]21	-2%[12.8 µM]
CCCCC(C(=O)O)C(C)CC(=O)Nc1ccn(-c2ccccc2)n1 (stereo unspecified)	-1%
Cc1nn(CCc2nc(-c3ccco3)cs2)c2[nH]c(=O)cc(C(F)(F)F)c12	-4%
CN1CCc2ccccc2C1C1CCNCC1 (stereo unspecified)	-4%
O=C1CC(N2CCOCC2)C(=O)N1c1cccc(Cl)c1 (stereo unspecified)	-1%
Cc1ccc(C)c(S(=O)(=O)C(C#N)c2nc3ccccc3nc2N2CC(C)OC(C)C2)c1 (stereo unspecified)	-2%
CC1C=CCC2C(=O)N(c3cccc(C(=O)N4CCN(c5ccc(F)cc5)CC4)c3)C(=O)C12 (stereo unspecified)	-5%
Cc1ccc(C(C)C)c(OCCn2c(=O)oc3ccccc32)c1	-2%
COc1ccc(OC)c(NC=C2C(=O)OC(C)(C)OC2=O)c1	0%
C=CCOc1ccc2c(c1)c(S(=O)(=O)c1ccc(C)cc1)cn2COC	-1%
NC(=O)C1CCN(C(=O)CN2CCc3ccccc32)CC1	-1%
CCN(CC)S(=O)(=O)c1ccc(NC(=O)Cn2c(=O)oc3ccccc32)cc1	12%

Ordered by molecular weight (descending): part of the list above
SMILES	AmpC det inh
CC(=O)NC(Cc1ccc(F)cc1)C(=O)NC1CCN(c2nnnn2-c2ccccc2)CC1 (stereo unspecified)	14%
C=CCOc1ccc2c(c1)c(S(=O)(=O)c1ccc(C)cc1)cn2COC	-1%
O=C(COc1ccc(Cl)cc1)N1CCN(Cc2ccccc2)CC1	9%
CN1CCN(C(c2cccnc2)c2ccc3cccnc3c2O)CC1 (stereo unspecified)	-1%
Cc1ccc(C(C)C)c(OCCn2c(=O)oc3ccccc32)c1	-2%
NC(=O)C1CCN(C(=O)CN2CCc3ccccc32)CC1	-1%
O=C(O)CCn1nnc(-c2cccs2)n1	12%

Shown with bars between the fields: two of the compounds above
Structure | AmpC det inh
CC(=O)NC(Cc1ccc(F)cc1)C(=O)NC1CCN(c2nnnn2-c2ccccc2)CC1 (stereo unspecified) | 14%
COc1ccc(-n2nnnc2SCC(=O)c2ccc3c(c2)OCCO3)c(OC)c1 | 9%

Further structures follow.
SMILES	AmpC det inh
CCOC(=O)C1CCN(C(C(=O)Nc2ccc3c(c2)OCCO3)c2ccccc2)CC1 (stereo unspecified)	0%
O=C1c2c(O)cccc2Cc2cccc(O)c21	12%
COc1ccc(S(=O)(=O)N2CCCC2C(=O)Nc2nccs2)cc1 (stereo unspecified)	-2%
CCN(CC)S(=O)(=O)c1ccc2oc(C(=O)N3CCCCCC3)c(C)c2c1	-3%
COc1cccc(-n2c(C)nc3c(cnn3-c3ccc(Cl)cc3)c2=O)c1	-3%
Cc1cnc(CNc2ncnc3ccc(-c4ccccc4CN(C)C)cc23)cn1	6%
Cc1cc(=O)oc2c(N)c(O)ccc12	2%
COc1ccc(OC)c(C(C)NC(C)=O)c1 (stereo unspecified)	2%
CCCC(c1nnnn1C(C)(C)CC)N(CCCO)Cc1cc2cc(C)cc(C)c2[nH]c1=O (stereo unspecified)	12%
Cc1nnc(NC(=O)CSc2nc3c(c(=O)n2CCc2ccccc2)SC(C)C3)s1 (stereo unspecified)	11%
COc1ccc(-c2cc(C(=O)NCCc3ccccc3)no2)cc1OC	-2%
O=C(c1cnccn1)N1CCC[C@@]2(CCN(Cc3ccncc3)C2)C1	3%
CC(C)[C@@]1(NC(=O)[C@@H]2C[C@H]3c4cccc5[nH]cc(c45)C[C@@H]3N(C)C2)O[C@]2(O)[C@H]3CCCN3C(=O)[C@H](Cc3ccccc3)N2C1=O	-1%[12.8 µM]
c1ccc(Cn2ncc3c2ncn2nc(-c4ccncc4)nc32)cc1	0%
Cn1c(=O)c2c(SCC(=O)N3CCCc4ccccc43)nc(C3CC3)nc2n(C)c1=O	15%
CC(=NCc1ccccc1)C1=C(O)COC1=O	-3%
CC1CCCC(C(=O)OCc2ccccc2)N1 (stereo unspecified)	-5%
Cc1ccc(Cn2ccc(NC(=O)c3cc(-c4cccs4)on3)n2)cc1	-3%
O=c1c2cc(N3CCOCC3)ccc2[nH]c(=S)n1CCN1CCCC1	-2%
CCOc1ccc(C(=O)Nc2c(C(N)=O)oc3ccccc23)cc1	-7%
COC(=O)[C@@]1(Cc2ccccc2)[C@H]2c3cc(C(=O)N4CCCC4)n(Cc4ccc(S(C)(=O)=O)cc4)c3C[C@H]2CN1C(=O)c1ccccc1	0%
Cc1sc2nc(SCC(=O)Nc3c(C)n(C)n(-c4ccccc4)c3=O)n(C)c(=O)c2c1C	-2%
CCOC(=O)C1CCN(C(=O)Cn2cc(C#N)c3ccccc32)CC1	-4%
CCNc1nc(C)c2cc(Br)c(=O)n(CC)c2n1	9%
CCCS(=O)(=O)N1CCCC(C(=O)NCCCN2CCN(c3ccc(F)cc3)CC2)C1 (stereo unspecified)	-1%
The list goes on:
SMILES	AmpC det inh
CCOC(=O)COc1ccc(S(=O)(=O)NCc2ccncc2)cc1	-3%
Cc1ccc(SCCC(=O)N2CCCC2)cc1	-3%
CCCC(=O)NC(C)C(c1cccs1)N1CCN(c2ccccc2)CC1 (stereo unspecified)	4%
O=C(O)c1ccc(COc2ccc(Cl)cc2)o1	-3%
CCOC(=O)c1nn(-c2ccccc2)c(C#N)c1NC(=O)c1nn(CC)cc1Br	-7%
CN1CCC2(CC1)NC(=O)NC2=O	-3%
C=CCC(O)(CCN1CCCCC1)c1ccccc1 (stereo unspecified)	-2%
Cc1onc(-c2c(F)cccc2Cl)c1C(=O)N1CCCc2ccccc21	-8%
COc1ccc(S(=O)(=O)N(CC(=O)NCc2ccco2)c2ccccc2)cc1OC	1%
COc1ccc(-c2cc(C(=O)Nc3c(C)nn(Cc4ccc(Cl)cc4)c3C)no2)cc1	0%
CC(=O)N(CC(C)(C)CC=C(C)C)c1ccccc1	-1%
CO	11%
COc1cccc(C2=NOC(C(=O)Nc3cccnc3)C2)c1 (stereo unspecified)	-3%
N=c1ccn2c(n1)O[C@H]1[C@H](O)[C@@H](CO)O[C@H]12	-3%
Cc1occc1C(=O)Nc1cc(C(F)(F)F)ccc1Cl	10%
O=C(COn1nnc2ccc(C(F)(F)F)cc21)Nc1nnc(-c2ccccc2)o1	13%
CCOC(=O)C1(C)NC(c2cc(OC)c(OC)c(OC)c2)C2C(=O)N(CC)C(=O)C21 (stereo unspecified)	11%
CCCCC(=O)Nc1cccc(NC(=O)c2ccc(Br)o2)c1	-3%
CCN1CCCC1CNS(=O)(=O)c1cc(Br)cc2c1N(C(=O)C1CC1)CC2 (stereo unspecified)	-5%
Cc1ccc(C(=O)Nc2cccc(C(=O)O)c2)cc1S(=O)(=O)N1CCCCC1	-2%
CCOC(=O)C1=C(c2ccccc2)Nc2ncnn2C1c1cc(OC)cc(OC)c1OC (stereo unspecified)	-3%
c1csc(-c2nnsc2-c2nc3ccccc3[nH]2)c1	-2%
CNc1nc(C)nc(-n2nc(C)cc2C)n1	-5%
C=CCNc1sc(C(=O)c2cccs2)c(N)c1C#N	7%
CC1=C(C(N)=O)C(c2ccccn2)n2nc(SCc3ccccc3Cl)nc2N1 (stereo unspecified)	2%
(continued)
SMILES	AmpC det inh
COCCn1nnnc1C(c1cc2ccc(OC)cc2[nH]c1=O)N1CCc2ccccc2C1 (stereo unspecified)	1%
CCC(=O)n1nc(-c2ccc(OC)cc2)nc1N	9%
CCOc1ccc(-c2nnn(CC(=O)Nc3cc(OC)ccc3OC)n2)cc1OCC	9%
COc1cc(-c2c(C#N)c(N)nc3c2CCCC3)cc(OC)c1OC	1%
Cc1cc(C(=O)NCc2ccc(S(N)(=O)=O)cc2)cs1	-4%
COC(=O)c1ccc(C2/C(=C(/O)c3ccc(OC)cc3)C(=O)C(=O)N2CC2CCCO2)cc1 (stereo unspecified)	-1%
N#CCCN(C(=O)CN1C(=O)NC2(CCCC2)C1=O)c1ccccc1F	-4%
N[C@H](Cn1cc(I)c(=O)[nH]c1=O)C(=O)O	-3%
COC(=O)c1ccccc1NC(=O)n1cc(C)cn1	-2%
CCCc1cc(=O)n2c(nc3ccccc32)[nH]1	-3%
COc1ccc(C(=O)c2coc3ccc(O)c(CN4CCCCC4)c23)cc1	13%
COc1ccc(OC)c([C@H]2Nc3ccccc3NC3=C2C(=O)CC(C)(C)C3)c1Br	-3%
CC1CCCC(NC(=O)c2ccc3c(c2)N(Cc2ccccc2)C(=O)CS3=O)C1C (stereo unspecified)	1%
Cc1ccc(S(=O)(=O)N=C2SCCCS2)cc1	4%
COc1ccc(OC)c(NC(=O)CS(=O)(=O)Cc2nc(-c3ccccc3C)oc2C)c1	3%
COc1ccc(C2C(C#N)=C(/N=C/N3CCN(C)CC3)OC3=C2C(=O)CC(C)(C)C3)cc1OC (stereo unspecified)	-2%
CC1CCN(C(=O)CSc2nc3c(cnn3-c3ccc(Cl)cc3)c(=O)[nH]2)CC1	12%
CCCC(=O)Nc1c2c(nn1-c1ccc(OC)cc1)CS(=O)C2 (stereo unspecified)	-1%
O=C(O)CSc1n[nH]c(=O)[nH]c1=O	-4%[5.75 µM]
COc1ccc(C2CC(=O)N3CN(c4ccc(C)c(Cl)c4)CSC3=C2C#N)cc1OC (stereo unspecified)	5%
O=C1C(C2=C(O)c3ccccc3C2=O)=Nc2ccccc21	11%
COc1ccc(C(=O)N2CCN(c3nc4cc(C)ccc4cc3C#N)CC2)c(OC)c1	-5%
Cc1cc(O)c(C(C)C)cc1CN1CCCCC1	-10%[5.75 µM]
COc1ccc(CC(=O)N2CCN(C(=O)Cc3ccc(OC)cc3)CC2)cc1	-10%
CCOc1ccc(N2C(=O)CC(Sc3nc(C)cc(C)n3)C2=O)cc1 (stereo unspecified)	0%
Further entries follow:
SMILES	AmpC det inh
CCC(=O)Nc1cc(-c2nn3c(C)nnc3s2)ccc1C	-3%
CCn1nnc(-c2ccccc2NC(=O)c2ccc(-n3cnnn3)cc2)n1	-3%
NC(=O)CSCc1cccc(Br)c1	-3%
CCCOC(=O)C1=C(C)NC2=C(C(=O)CCC2)C1c1ccc(N(C)C)cc1 (stereo unspecified)	-1%
CCN(C(=O)c1sc(N)c(C#N)c1C)C1CCCCC1	6%
CCCS(=O)(=O)N1CCCC(C(=O)NCCCOCC)C1 (stereo unspecified)	2%
CCOC(=O)Cc1c[nH]c2ccccc12	-1%
CSc1ncccc1C(=O)OCc1ccccc1	0%
O=C(O)c1ccc(CSCc2c(F)cccc2Cl)o1	-10%
COc1ccc(-c2cn3cc(Cl)ccc3n2)cc1OC	-6%
COc1ccc(C(=O)N2CCC3(CCCN(c4ccncc4)C3)CC2)cc1	-3%
CC(C)[C@H](Nc1ncnc2nc[nH]c12)C(=O)O	-4%[5.75 µM]
CCOC(=O)CCc1c(C)nc2cc(C3CCCN(C(=O)OC(C)(C)C)C3)[nH]n2c1=O (stereo unspecified)	13%
CC(C)c1ccc(NC(=O)NC2CCCCC2)cc1	-6%
Cc1ccc(C(=O)NCC(=O)OCC(=O)c2c(N)n(C)c(=O)n(C)c2=O)s1	-1%
COc1ccc(C)cc1NC(=O)CSc1nnc(-c2ccc(OC)c(OC)c2)n1N	-1%
CCc1nnc(SCc2ccc(OC)c(Br)c2)n1N	-2%
CCCCn1nnnc1NCc1ccc(N2CCCC2)cc1	-3%
Cc1nccn1-c1ccc(C(F)(F)F)cc1NC=O	-3%
O=C(NC1CCN(Cc2ccccc2)CC1)C1COc2ccccc2O1 (stereo unspecified)	-3%
COc1ccc(CNc2nc(-c3ccoc3)nc3ccccc23)c(OC)c1	7%

Rewritten field by field: entries from further up.
O=C(O)c1ccc(CSCc2c(F)cccc2Cl)o1
  AmpC det inh: -10%

COc1ccc(-c2cn3cc(Cl)ccc3n2)cc1OC
  AmpC det inh: -6%

COc1ccc(C(=O)N2CCC3(CCCN(c4ccncc4)C3)CC2)cc1
  AmpC det inh: -3%

CC(C)[C@H](Nc1ncnc2nc[nH]c12)C(=O)O
  AmpC det inh: -4%[5.75 µM]

From PubChem BioAssay
